Assay outcomes (PubChem BioAssay)
NRP1-CendR mod = NRP-1/CendR interaction modulation; inhibition, % at 25 µM; FAM-RPARPAR peptide binding to NRP-1, fluorescence polarization; 360,000 compounds, 0.85% hits; O14786;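 active = inhibition or corrected inhibition above about 18%, plus a signal ratio from 0.5 to 1.5, limit read from the data, passing the limit was not always enough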; also: strong numbers were not always called active
Target sequence (O14786 whole entry, looked up): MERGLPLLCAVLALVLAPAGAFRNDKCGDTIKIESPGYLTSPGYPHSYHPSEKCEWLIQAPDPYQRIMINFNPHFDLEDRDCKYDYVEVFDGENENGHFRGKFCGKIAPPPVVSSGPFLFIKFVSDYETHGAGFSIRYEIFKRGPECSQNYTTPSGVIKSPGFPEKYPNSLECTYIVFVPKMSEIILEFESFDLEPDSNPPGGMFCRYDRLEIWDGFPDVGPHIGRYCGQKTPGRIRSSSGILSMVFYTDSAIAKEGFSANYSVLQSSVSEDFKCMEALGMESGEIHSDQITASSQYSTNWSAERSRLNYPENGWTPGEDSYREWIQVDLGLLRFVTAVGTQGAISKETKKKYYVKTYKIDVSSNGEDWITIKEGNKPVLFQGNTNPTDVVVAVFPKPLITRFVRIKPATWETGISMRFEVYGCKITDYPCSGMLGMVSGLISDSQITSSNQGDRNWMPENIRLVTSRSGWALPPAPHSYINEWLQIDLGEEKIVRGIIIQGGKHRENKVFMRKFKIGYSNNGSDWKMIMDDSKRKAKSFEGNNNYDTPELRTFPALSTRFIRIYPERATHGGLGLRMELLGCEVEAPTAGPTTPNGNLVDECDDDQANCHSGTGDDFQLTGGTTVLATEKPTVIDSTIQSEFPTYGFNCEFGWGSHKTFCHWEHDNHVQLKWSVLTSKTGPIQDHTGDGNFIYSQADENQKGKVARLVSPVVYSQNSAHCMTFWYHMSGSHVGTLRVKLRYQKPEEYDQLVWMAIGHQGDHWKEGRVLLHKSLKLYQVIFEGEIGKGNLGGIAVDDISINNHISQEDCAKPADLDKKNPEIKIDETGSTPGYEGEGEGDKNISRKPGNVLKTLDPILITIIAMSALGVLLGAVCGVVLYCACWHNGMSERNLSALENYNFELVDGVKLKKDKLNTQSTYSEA
DNMT1 inh = blocks human DNA methyltransferase DNMT1. inhibition (reported as % activation of signal), % at 10 µM. DNMT1 molecular beacon, Hinp1I cleavage, fluorescence. 360,000 compounds, 0.83% hits; in the data active = inhibition above about 50%
MsrA inh = inhibitors of bovine MsrA; purified bovine MsrA, absorbance read-out; AID 651718; 360,000 compounds, 0.75% hits; inhibition, % at 15.5 µM; in the data active = inhibition above about 4.5%;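 also: 0% = vehicle wells with enzyme and 100% = reference inhibitor wells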
Scp-1 inhibitor = blocks human Scp-1 phosphatase activity. Q9GZU7. Recombinant Scp1, phosphopeptide, malachite green phosphate absorbance. inhibition, % at 20 µM. 340,000 compounds, 0.88% hits. AID 493091;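 active = inhibition above about 50% at 20 µM, limit read from the data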;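 also: plate controls were DMSO wells with enzyme for no effect and wells lacking enzyme for full effect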
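Assay system: SCP-1 catalytic fragment, aa 76-261 | Buffer or medium: Tris acetate buffer pH 5.5 with MgCl2 and Tween-20 | Compound: One concentration, 20 µM, with 1.0% DMSO | Also added: Phospho 17-mer peptide substrate | Signal: Absorbance at 630 nm | Incubation: 45 min enzyme reaction at room temperature | Measure: % inhibition of SCP-1 phosphate liberation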
STEP block = STEP (human) phosphatase inhibition. 360,000 compounds, 0.25% hits. AID 588621. inhibition, % at 20 µM. recombinant STEP, OMFP fluorogenic substrate, fluorescence;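 active = inhibition at 20 µM, scaled per plate between control wells, above about 37%, limit read from the data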;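 also: 0% = DMSO with enzyme and substrate and 100% = substrate only without enzyme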
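System: isolated STEP enzyme; schedule: 20 min enzyme reaction at room temperature, protected from light; medium: Bis-Tris buffer pH 6.0, 2.5 mM DTT, 0.005% Tween 20; signal: fluorescence, 480/540 nm; dosing: single compound dose of 20 µM, 1% DMSO final; also added: OMFP substrate, 25 µM final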
MsrA act = activates bovine MsrA enzyme; purified bovine MsrA, absorbance read-out; activation, % at 10.6 µM; 360,000 compounds, 0.3% hits; AID 602163; in the data active = activation above about 7.5%;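 also: 0% = vehicle and 100% = reference activator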
LMPTP inh = LMPTP (human) inhibition. P24666. recombinant LMPTP-A, OMFP fluorogenic substrate, fluorescence intensity. inhibition, % at 20 µM. 360,000 compounds, 0.22% hits;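 active = compounds that cut the enzyme signal by at least half of the control window in the single-dose screen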;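 also: plate controls were DMSO wells with enzyme plus substrate for no effect and substrate without enzyme for full effect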
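Assay system: LMPTP-A enzyme. Input: 0.625 nM LMPTP-A final. Probe or stimulus: 400 µM OMFP. Compound dosing: single 20 µM dose. Schedule: 50 min dark incubation at room temperature. Detection: fluorescence intensity of OMFP turnover product. Read-out: percent inhibition versus substrate-only and uninhibited controls. Benchmarks: no-enzyme low control, uninhibited high control.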
SUMO1 PPI mod = alters human SUMO1 binding to SIM partners. P63165. SUMO1 binding to a labelled peptide, TR-FRET, 1 h. inhibition, % at 20 µM. 360,000 compounds, 0.33% hits; in the data active = inhibition above about 37%
Target sequence (P63165 whole entry, looked up): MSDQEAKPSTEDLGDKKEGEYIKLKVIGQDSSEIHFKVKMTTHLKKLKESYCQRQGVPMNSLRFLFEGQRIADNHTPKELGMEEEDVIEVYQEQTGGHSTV
eLon inh = E. coli protease La inhibition; purified E. coli Lon protease, fluorescence polarization; inhibition, % at 7.94 µM; 360,000 compounds, 0.42% hits; AID 602123; in the data active = inhibition above about 13%, passing the limit was not always enough;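 also: 0% = enzyme with probe and DMSO and 100% = no enzyme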
TbMetRS inhib = blocks T. brucei methionyl-tRNA synthetase activity; purified T. brucei MetRS, ATP depletion, Kinase-Glo luminescence; inhibition, % at 11.9 µM; 360,000 compounds, 0.4% hits; AID 624268;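 active = inhibition above a per-plate cutoff of the control wells' mean inhibition plus 3 SD, cut at about 5.5% in these data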;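 also: 0% = DMSO wells median and 100% = median of wells with control inhibitor compound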
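Material – parasite MetRS enzyme · Medium – HEPES-MgCl2-KCl buffer plus DTT, spermine, BSA, pyrophosphatase · Reagent – ATP, methionine and E. coli bulk tRNA substrates · Times – 15 min enzyme-compound preincubation, 2 h reaction, 10 min detection, 25 °C · Measured by – luminescence of leftover ATP · Evaluation – percent inhibition relative to median high and low control wells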
The depositor's hits bear a star; · = not tested or not shown.

SMILES	NRP1-CendR mod	DNMT1 inh	MsrA inh	Scp-1 inhibitor	STEP block	MsrA act	LMPTP inh	SUMO1 PPI mod	eLon inh	TbMetRS inhib
CC(C)CCn1cnc2c(cnn2-c2ccc(Cl)cc2)c1=O	-2	2	-0.7	-15	2	-4	-1.5	-1	4	-0.5
Cc1ccccc1C(=O)NCCN1CCOCC1	-2	4	0.0	-8	-2	2	-1.7	2	-10	0.1
COc1ccc(C2C(=O)N(C3CCCCC3)CC(=O)N2Cc2ccc3c(c2)OCO3)cc1 (stereo unspecified)	4	10	1.3	48	1	-6	0.9	2	-4	-1.2
O=C(NCc1cccnc1)c1ccc(-c2ccc(Cl)cc2)o1	0	3	0.2	-1	0	-2	-0.3	-9	-7	0.8
COCc1cccc(-c2csc(C(C)(O)c3cccc(OC)c3)n2)c1 (stereo unspecified)	12	1	-0.2	·	1	0	1.8	-3	1	-0.5
CCCCn1nnnc1SCC(=O)Nc1cccc(C)c1	-3	-12	0.0	2	0	-2	0.4	1	7	-0.5
CCc1ccccc1NC(=O)CNC(=O)CSC(=S)N1CCCC1	-10	5	-0.1	-2	-1	-6	-1.4	-2	-5	-0.2
CCOc1ccc(-c2n[nH]c(=S)n2/N=C/c2cc3c(cc2[N+](=O)[O-])OCO3)cc1	-8	-3	0.5	-10	5	-9	2.7	-8	3	-0.5
COc1ccccc1C1CN(c2ccccc2)N=C1c1cccs1 (stereo unspecified)	1	-1	0.9	-6	3	-3	3.1	-1	-2	0.5
Cc1cc(N2CCN(S(=O)(=O)c3ccc4c(c3)OCCO4)CC2)n2ncnc2n1	6	6	-0.5	9	-2	-4	0.9	-5	1	-0.6
Cc1cc(C)nc(NC(=O)c2cc(Br)ccc2Cl)n1	-11	-1	-1.4	-6	2	1	0.1	3	1	0.5
COC(=O)c1cc(NC(=O)Nc2ccccc2)ccc1Cl	-9	-3	-1.6	-8	-2	-4	0.4	5	3	2.5
Cc1cccc(-n2c(SCC(N)=O)nnc2-c2ccccn2)c1C	-1	-3	0.4	3	-1	-2	-1.2	-4	1	-0.2
O=C(CSc1ncn[nH]1)NCCc1ccc(Cl)cc1	3	-1	-1.7	9	2	-6	-0.6	2	12	-0.6
CC(=O)n1cc([C@H]2C=C(C(=O)N3CCN(Cc4ccc5c(c4)OCO5)CC3)O[C@@H](OCc3ccc(CO)cc3)C2)c2ccccc21	-13	-11	-0.1	4	0	0	0.2	2	-4	-0.1
Cc1cnc(NC(=O)CSc2nnc(-c3ccncc3)n2C2CCCCC2)s1	6	4	-0.1	7	-2	6	0.2	-4	-1	-0.6
CCOC(=O)c1c2n(c3ccc(O)cc13)CCCCC2	3	1	1.3	-6	0	-6	0.0	-1	-2	-1.9
COc1ccc(CNc2nc(SC)n[nH]2)cc1OC	1	1	0.1	-5	0	-3	0.2	1	-1	-0.8
O=C(CON=C1c2ccccc2-c2ccccc21)NC12CC3CC(CC(C3)C1)C2	2	0	0.5	-3	0	-1	6.3	1	9	-0.5
COc1ccc(OC)c(NC(=O)CN(Cc2ccc(Cl)cc2)S(C)(=O)=O)c1	3	-10	1.8	-8	0	-3	-0.4	-1	-4	-0.5
C[C@@H]1CN([C@H](C)CO)C(=O)CCCn2nncc2CO[C@@H]1CN(C)S(=O)(=O)c1cccc(F)c1	-8	2	-0.4	·	-3	-4	-1.9	3	-3	-0.3
COc1ccc(C(=O)Oc2ccc(C)cc2)cc1S(=O)(=O)N1CCOCC1	-2	-1	-1.1	·	0	0	1.5	-3	-4	-0.2
COc1cc(C(=O)NNC(=O)c2ccc3c(c2)OCCO3)cc(OC)c1OC	0	-1	-0.8	-3	3	-1	-0.6	8	3	-0.2
O=C(CCC1N=C2c3ccccc3N=C(SCc3ccc(F)cc3)N2C1=O)NCc1ccco1 (stereo unspecified)	13	1	0.0	3	2	-3	-0.5	1	1	-0.5
CCCCNC(=O)[C@H]1C[C@H]1[C@@H](O)[C@H](CO)NC(=O)[C@H](Cc1ccccc1)NC(=O)OC(C)(C)C	4	3	0.6	-8	0	1	0.4	5	-4	-0.3

The list continues:
SMILES	NRP1-CendR mod	DNMT1 inh	MsrA inh	Scp-1 inhibitor	STEP block	MsrA act	LMPTP inh	SUMO1 PPI mod	eLon inh	TbMetRS inhib
CCC(=O)N1CCc2nc(-c3ccccc3)sc2C1	-5	1	0.9	-3	0	-1	-2.6	-13	-9	-0.2
O=C(CN(c1ccc(Cl)c(C(F)(F)F)c1)S(=O)(=O)c1ccccc1)N/N=C/c1cccc2c1OCCO2	18	-6	1.6	4	0	-5	3.9	-1	3	0.4
CC(=O)N1N=C(c2cccnc2)OC1c1ccc(C(C)C)cc1 (stereo unspecified)	-10	-2	0.1	-2	0	-4	-1.0	0	-5	-0.3
COc1ccc2c(c1)C1CC(C)(NC(=O)C1C(=O)c1ccccc1)O2 (stereo unspecified)	0	-4	-1.1	0	2	0	-1.0	-3	11	-0.5
Fc1ccc(-c2csc(-c3cccnc3)n2)cc1F	-6	1	2.2	-7	1	-3	1.0	-10	1	0.7
O=C(CCNS(=O)(=O)c1c(Cl)cccc1Cl)OCC(=O)c1ccccc1	-4	10	0.2	-5	-2	-2	-1.4	0	-9	0.7
CCOC(=O)c1c(O)c2ccccc2oc1=O	5	1	0.6	2	12	-6	-1.5	4	-6	-0.4
O=C(NC1CCCC1)C(c1ccccc1F)N(C(=O)c1csnn1)C1CC1 (stereo unspecified)	-9	1	-0.7	1	0	-8	-0.9	-1	5	-1.6
O=C(c1cccnc1)N1N=C(C2CC2)CC1(O)C(F)(F)F (stereo unspecified)	-4	4	-0.6	-1	-2	-10	-0.8	1	3	-1.0
COc1ccc([C@H]2C[C@H](O)[C@@H](n3cc(C4CC4)nn3)CN2Cc2cccs2)cc1	-9	-4	0.8	·	1	-1	-1.7	3	-7	-1.2
O=C(CN1C(=O)NC2(CCCC2)C1=O)Nc1nc2ccccc2s1	-3	-7	0.8	0	-2	0	-0.2	-1	11	-0.3
CN(Cc1ccccc1)C(=O)c1ccc2sc([C@@H]3O[C@H](CO)[C@H](O)[C@H](O)[C@H]3O)nc2c1	-5	-2	0.2	·	1	-2	-0.6	0	-10	0.0
COc1ccc(OC)c(S(=O)(=O)N2CCC(C(=O)N3CCN(Cc4ccccc4)CC3)CC2)c1	7	-3	0.0	-3	5	-1	-2.1	2	-8	0.6
COc1ccc(S(=O)(=O)CCC(=O)N2c3ccccc3CC2C)cc1 (stereo unspecified)	0	-1	0.1	-13	-2	-2	0.1	-4	-8	-0.9
COC(=O)c1ccc(S(=O)(=O)c2ccccc2)c(N)c1	5	-2	2.2	-7	-4	-3	-0.3	-6	-3	-0.3
Cc1[nH]n(-c2cccc([N+](=O)[O-])c2)c(=O)c1-c1ccccc1	4	-3	1.0	-2	3	0	0.0	-14	-2	-0.4
CN(CC(=O)N1CCN(Cc2ccccc2)CC1)S(=O)(=O)c1ccc(F)cc1	0	-2	1.6	-5	1	-1	0.7	-9	4	-0.7
Cc1onc(-c2ccccc2Cl)c1C(=O)Nc1ccc(Cl)cn1	0	0	0.9	-5	1	-4	-0.1	3	2	0.1
O=C(NC1CC(=O)N(c2ccccc2)C1)C1CC1 (stereo unspecified)	-9	1	-0.8	-1	3	-1	0.0	2	-3	-0.7
Cc1ccc(-c2cn(S(=O)(=O)c3ccc(C)cc3)nc2N)cc1	-2	-4	0.4	-8	3	-2	0.3	-4	-6	-0.9

Fetched by structure from the entries so far (two):
SMILES	NRP1-CendR mod	DNMT1 inh	MsrA inh	Scp-1 inhibitor	STEP block	MsrA act	LMPTP inh	SUMO1 PPI mod	eLon inh	TbMetRS inhib
COc1ccc(S(=O)(=O)CCC(=O)N2c3ccccc3CC2C)cc1 (stereo unspecified)	0	-1	0.1	-13	-2	-2	0.1	-4	-8	-0.9
COc1ccc([C@H]2C[C@H](O)[C@@H](n3cc(C4CC4)nn3)CN2Cc2cccs2)cc1	-9	-4	0.8	·	1	-1	-1.7	3	-7	-1.2

Quoted from the results shown, 12 compounds:
SMILES	NRP1-CendR mod	DNMT1 inh	MsrA inh	Scp-1 inhibitor	STEP block	MsrA act	LMPTP inh	SUMO1 PPI mod	eLon inh	TbMetRS inhib
O=C(CCNS(=O)(=O)c1c(Cl)cccc1Cl)OCC(=O)c1ccccc1	-4	10	0.2	-5	-2	-2	-1.4	0	-9	0.7
CCOC(=O)c1c(O)c2ccccc2oc1=O	5	1	0.6	2	12	-6	-1.5	4	-6	-0.4
O=C(NC1CCCC1)C(c1ccccc1F)N(C(=O)c1csnn1)C1CC1 (stereo unspecified)	-9	1	-0.7	1	0	-8	-0.9	-1	5	-1.6
O=C(c1cccnc1)N1N=C(C2CC2)CC1(O)C(F)(F)F (stereo unspecified)	-4	4	-0.6	-1	-2	-10	-0.8	1	3	-1.0
COc1ccc([C@H]2C[C@H](O)[C@@H](n3cc(C4CC4)nn3)CN2Cc2cccs2)cc1	-9	-4	0.8	·	1	-1	-1.7	3	-7	-1.2
O=C(CN1C(=O)NC2(CCCC2)C1=O)Nc1nc2ccccc2s1	-3	-7	0.8	0	-2	0	-0.2	-1	11	-0.3
CN(Cc1ccccc1)C(=O)c1ccc2sc([C@@H]3O[C@H](CO)[C@H](O)[C@H](O)[C@H]3O)nc2c1	-5	-2	0.2	·	1	-2	-0.6	0	-10	0.0
COc1ccc(OC)c(S(=O)(=O)N2CCC(C(=O)N3CCN(Cc4ccccc4)CC3)CC2)c1	7	-3	0.0	-3	5	-1	-2.1	2	-8	0.6
COc1ccc(S(=O)(=O)CCC(=O)N2c3ccccc3CC2C)cc1 (stereo unspecified)	0	-1	0.1	-13	-2	-2	0.1	-4	-8	-0.9
COC(=O)c1ccc(S(=O)(=O)c2ccccc2)c(N)c1	5	-2	2.2	-7	-4	-3	-0.3	-6	-3	-0.3
Cc1[nH]n(-c2cccc([N+](=O)[O-])c2)c(=O)c1-c1ccccc1	4	-3	1.0	-2	3	0	0.0	-14	-2	-0.4
CN(CC(=O)N1CCN(Cc2ccccc2)CC1)S(=O)(=O)c1ccc(F)cc1	0	-2	1.6	-5	1	-1	0.7	-9	4	-0.7
